Assay outcomes: PubChem BioAssay, Broad Institute
esBAF inh: Bmi1 luciferase reporter increase in mESCs, primary screen, esBAF inhibitor project, mouse ES cells, Bmi1 luciferase knock-in, single point | AID 602393, 2012 | hit rate 2% among 350,000 | reporter increase, % at 12.5 µM | 24 h; 100% = twice the neutral-well signal; in the data active = activation above about 40%; inconclusive = no clear call, values can overlap the other calls;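 also: 0% = median of the plate's neutral control wells and 100% = double that signal; a rise in the Bmi1 reporter signal indicates esBAF inhibition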
RAD54 inh: inhibitors of human RAD54 branch migration, primary screen, biochemical, fluorescence, single point. RAD54 Holliday junction branch migration, FAM/BHQ fluorescence. hit rate 0.14% among 360,000. inhibition, % at 10.4 µM;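 active = mean normalized replicate activity at least 40 and at least half of replicates scoring 40 or more; inconclusive = only one of the two criteria met; inactive = mean below 40 and under half of replicates reaching 40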;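 also: 0% = median of neutral control wells and 100% = median of positive control wells; inhibitors cause a drop in the FAM fluorescence signal; in these data hits start at about 50%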
Target sequence (Q92698 whole entry, looked up): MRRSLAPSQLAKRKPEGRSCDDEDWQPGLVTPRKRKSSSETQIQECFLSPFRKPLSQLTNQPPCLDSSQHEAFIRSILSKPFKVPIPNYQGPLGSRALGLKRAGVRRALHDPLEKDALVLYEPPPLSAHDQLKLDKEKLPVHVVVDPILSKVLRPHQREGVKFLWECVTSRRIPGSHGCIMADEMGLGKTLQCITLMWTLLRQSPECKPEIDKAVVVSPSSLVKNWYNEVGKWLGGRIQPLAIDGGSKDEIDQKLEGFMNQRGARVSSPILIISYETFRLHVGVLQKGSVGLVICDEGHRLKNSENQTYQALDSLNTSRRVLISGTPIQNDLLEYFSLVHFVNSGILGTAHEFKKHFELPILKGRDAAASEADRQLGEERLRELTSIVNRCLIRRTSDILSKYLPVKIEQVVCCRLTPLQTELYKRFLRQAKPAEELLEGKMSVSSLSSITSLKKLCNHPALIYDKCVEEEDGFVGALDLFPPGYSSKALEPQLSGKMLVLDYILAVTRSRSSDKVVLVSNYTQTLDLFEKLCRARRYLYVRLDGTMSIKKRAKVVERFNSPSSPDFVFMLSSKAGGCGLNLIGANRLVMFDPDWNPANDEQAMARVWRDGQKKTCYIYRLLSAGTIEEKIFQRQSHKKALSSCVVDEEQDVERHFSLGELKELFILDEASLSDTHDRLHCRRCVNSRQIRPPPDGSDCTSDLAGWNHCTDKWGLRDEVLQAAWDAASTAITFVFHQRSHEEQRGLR
FN deposit inh: inhibitors of fibronectin matrix deposition, primary screen, AH1F cells, Alexa488-fibronectin fluorescence, plate reader; hit rate 0.086% among 350,000; AH1F fibroblasts, overnight; AID 743247, 2014; inhibition, % at 12.6 µM;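 active = mean inhibition across replicates of 30% or more, regardless of how many single replicates reach that level; inconclusive = mean under 30% yet at least half of replicates reach 30%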;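 also: positive control wells lacked labelled fibronectin entirely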
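Material: AH1F fibroblasts assembling fluorescent fibronectin matrix; amount: 10000 AH1F cells/well; medium: DMEM, 2% serum; reagent: Alexa488-fibronectin, 24 nM final in well; dosing: single compound dose, delivered by pin transfer; incubation: 1 h adhesion, overnight exposure; detection: fluorescence after three HBSS washes, excitation 485 nm, emission 525 nm; measure: fibronectin deposition inhibition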
* hit, by the source's call; ? = inconclusive; & = joins results of further samples.

smiles,esBAF inh,RAD54 inh,FN deposit inh
Cc1cc(S(=O)(=O)N2CCOCC2)ccc1F,-3.2,6.4,19.1
CC(=O)c1c(C)[nH]c(C(=O)CSc2nnc(CN3CCCCCC3=O)n2-c2ccccn2)c1C,2.4,-0.6,-4.1
COCCn1c(Sc2ccccc2)nc2c1c(=O)[nH]c(=O)n2C,3.5,-12.9,10.8
Cc1nn(C)c(C(=O)NNC(=S)NCc2ccco2)c1Cl,-1.1,10.0,-12.8
c1ccc(CSc2nnc(-c3ccco3)n2Cc2ccco2)cc1,?,-0.7,10.4
COCCSc1nnc(NC(=O)COC)s1,-0.4,11.2,3.0
CCOc1ccc(NC(=O)CSc2nccn2C)cc1,?,8.6,-1.9
O=C(O)CNC(=O)CCN1C(=O)c2ccccc2C1=O,-2.8,5.0,-0.2
O=C(O)c1ccccc1-c1ccccc1C(=O)NCc1ccco1,1.0,6.0,-2.5
COc1cccc(C(=O)Nc2c(C)n[nH]c2C)c1,-3.1,-4.0,-1.4
O=S1CC/C(=N\O)c2ccccc21 (centres undefined),-10.1,14.6,-17.7
COc1ccc(-c2nn3c(C4CCCCC4)nnc3s2)cc1OC,-0.7,0.4,-2.5
CCCC(=O)NC(=S)Nc1ccccc1C(F)(F)F,-0.6,1.4,2.2
O=C(NCCc1ccccc1)c1ccc(CS(=O)(=O)Cc2ccccc2F)o1,11.1,-5.2,3.9
CC1(C)CC(=O)C(C=Nc2ccc3cn[nH]c3c2)=C(O)C1,2.1,-1.4,2.7
CCN(CC)C(=O)CSc1nnc(-c2cc(OC)cc(OC)c2)o1,4.8,-0.1,-4.0
COc1ccc(Cc2nnc(NC(=O)c3ccco3)s2)cc1OC,3.1,-4.2,2.2
COc1ccc(Br)cc1C1NC(=O)NC(C)=C1C(=O)N(C)C (centres undefined),-4.2,-28.8,2.8
CCC(c1nnnn1CCOC)N(Cc1cc2cc(C)c(C)cc2[nH]c1=O)CC1CCCO1 (centres undefined),-1.6,-1.5,-6.5
Cc1cc(C)n(-c2nc3ccccc3c(=O)n2OCC(N)=O)n1,0.6,-1.1,-9.3
CCCCCc1c(C)nc(N2CCOCC2)[nH]c1=O,-6.6,-6.0,0.2
O=S(=O)(c1ccc(Cl)cc1)c1cnc(-c2cccnc2)nc1-c1ccccc1,-1.3,-5.9,2.9
CCn1c(CNc2ccc(C)cc2C)nnc1SCC(=O)N1CCCc2ccccc21,-1.9,2.9,-2.6
COC(=O)c1scc(C)c1N/N=C(\C)c1cc(F)c(Cl)cc1F,5.2,-4.1,-1.5
COC(=O)C1=C(C)NC(C)=C(C(=O)OC)C1c1cn(-c2ccccc2)nc1-c1ccco1,15.2,0.0,3.8
O=C(NCc1ccc2c(c1)OCO2)C1CCN(c2ncccn2)CC1,2.1,-2.7,-1.2
O=C(NCC(=O)N(CC1CCCO1)C(C(=O)NC1CCCC1)c1ccc(F)cc1)c1ccco1 (centres undefined),6.1,3.4,3.0
COc1cc(C2C(C(=O)OCCC#N)=C(C)NC3=C2S(=O)(=O)c2ccccc23)cc(OC)c1OC (centres undefined),-3.2,11.7,-1.3
O=C(CCS(=O)(=O)Cc1ccc(Cl)cc1)NCCCN1CCN(c2ccccc2F)CC1,-4.6,-4.7,4.9
CCN(c1ccccc1)S(=O)(=O)c1ccc(F)c(C(=O)O)c1,5.4,-5.3,-1.8
CCOc1ccc2nc(NC3=NC(C)(C)C=C(C)N3)nc(C)c2c1,0.4,39.2,7.2
NC(=O)C1CCN(CC(=O)NCc2ccccc2)CC1,-6.4,5.0,-0.3
COc1ccc(N/C=C(\C#N)c2nc3ccccc3n2C)c(OC)c1,19.9,2.0,-2.4
COc1ccc(C2CC(=O)c3c(C)nc(N4CCN(Cc5ccccc5)CC4)nc3C2)cc1OC (centres undefined),-16.5,-0.1,7.2
CCCCn1nnnc1SCC(=O)Nc1ccc(C)cc1,-0.7,2.6,-2.3
CCOC(=O)c1ccc(NC(=O)CCc2nc(-c3ccccc3)no2)cc1,21.1,-4.7,-1.1
Cn1ncc(Br)c1C(=O)Nc1ccc(F)cc1F,-2.2,5.2,-2.2
Cc1ccc(C(c2sc3nc(C)nn3c2O)N2CCN(c3ccc(F)cc3)CC2)cc1 (centres undefined),2.5,0.7,0.0
CC(C)(C)c1sc(N)nc1-c1ccccc1,1.8,2.0,-0.2
Cc1cc(C)nc(SC(C)C(=O)O)n1 (centres undefined),-8.4,-22.2,-7.0
N#Cc1cn(CCOc2ccccc2F)c2ccccc12,16.0,-12.1,-3.9
CCN(CC)c1ccc(SS(=O)(=O)O)cc1,-0.6&-5.5,5.8&2.1,-4.5
CCOC(=O)c1c(C)c(C(=O)NCc2ccccn2)c(C)n1C,-1.0,-1.1,-9.8
O=C(c1ccco1)N1CCN(S(=O)(=O)c2ccc(Br)s2)CC1,-5.2,1.8,-1.1
O=C(CCNS(=O)(=O)c1cccs1)Nc1ccccc1F,10.6,-5.2,1.2
c1ccc(Cn2nnc3c(N4CCc5ccccc54)ncnc32)cc1,19.2,-4.4,15.6
COc1ccc(Cl)cc1C(=O)CSc1nnnn1C1CCCCC1,3.4,-22.5,1.2
c1ccc(-c2ccn3nnnc3n2)cc1,-4.2,-1.3,-7.7
CCOc1ccc(-c2nnc(-c3snc(-c4ccc(F)cc4)c3N=CN(C)C)o2)cc1,1.8,-1.3,1.5
CC1CCCCC12NC(=O)N(CC(=O)Nc1ccc(S(=O)(=O)N3CCOCC3)cc1)C2=O (centres undefined),1.5,-7.2,-9.1

Continuation.
smiles,esBAF inh,RAD54 inh,FN deposit inh
COc1ccc(NC(=O)c2ccc3c(c2)C(=O)N(Cc2cccnc2)C3=O)c(OC)c1,6.7,-2.0,8.4
COC(=O)c1ccccc1NC(=O)CN1C(=O)CSC1=O,-4.9,-2.5,-2.9
COC(=O)CSc1nnc([C@H](CC(C)C)NC(=O)OC(C)(C)C)o1,-0.1,-13.2,2.7
CN(Cc1ccccc1)C(=O)Cn1cccc1C(=O)c1ccccc1,7.5,14.6,5.6
CCCCN(C)CCCNC(=O)c1ccc(N2CCCC2=O)cc1,-2.7,3.5,3.8
Cc1cc(/C=N/n2cnnc2)c(C)n1-c1ccc2c(c1)OCO2,-6.2,3.5,-1.2
O=C1C2ON(c3ccccc3)C(c3ccncc3)C2C(=O)N1c1ccc(Br)cc1 (centres undefined),3.2,-2.6,-9.3
O=S(=O)(/C=C/c1ccccc1)N1CCN(c2ccc(F)cc2)CC1,-2.6,0.1,-4.3
CN(C)c1nc(SCc2ccccc2)nc(N2CCOCC2)n1,-2.8,-3.6,-2.8
Cc1csc(Sc2ccc([N+](=O)[O-])cc2C(=O)OCC(=O)NC2CCCC(C)C2C)n1 (centres undefined),4.0,-3.2,6.8
CCCCN(C)C(=O)c1coc(=O)c2ccccc12,-4.2,1.8,-5.7
CC(C)Cn1c(-c2ccco2)n[nH]c1=S,6.0,-3.3,-12.0
Cc1ccc(-n2nnnc2SCC(=O)N2CCCCC2)cc1,18.5,6.8,-5.0
CCOC(=O)C1CCN(C(=O)c2ccccc2N(C)S(C)(=O)=O)CC1,-4.9,-8.8,-3.1
O=S(=O)(NCc1ccccc1)c1ccc(S(=O)(=O)N2CCCCC2)cc1,-5.8,-6.0,4.1
Cc1ccc(N(CC(=O)Nc2ccc(F)cc2)S(=O)(=O)N2CCCC2)cc1,2.7,5.1,2.5
COc1ccc(C)cc1NC(=O)CSc1nnc(-c2ccco2)n1N,1.2,-4.2,7.4
CCOn1c(SCC)nc2ccccc2c1=O,-8.8,2.5,1.0
CN(CC(=O)Nc1ccc(F)c(F)c1F)C1CCCCC1,8.3,9.8,-0.7
Cc1ccc(NC(=O)CC2CS(=O)(=O)CC2CC(=O)Nc2ccc(C)c(C)c2)cc1C (centres undefined),-1.6,-7.1,-1.1
Cn1c(=O)[nH]c(=O)c2c1nc(Br)n2CCC(=O)c1ccccc1,-2.7,8.4,-4.1
CC1CCCN(c2nc3ccccc3nc2C(C#N)S(=O)(=O)c2ccccc2)C1 (centres undefined),-6.0,-50.8,0.1
Cc1onc(-c2ccccc2)c1C(=O)Nc1nc(-c2cc(F)ccc2F)cs1,29.8,15.8,2.6
Cc1onc(-c2ccccc2Cl)c1C(=O)Nc1ccc(-n2nncc2C(C)(C)C)cc1,7.3,7.2,0.5
O=S(=O)(NCCSc1ccc(Cl)cc1)c1ccc2c(c1)OCCO2,-4.3,-5.6,1.9
CCCN1C(=O)C2C(C(=O)Nc3cccc(OC)c3)C3C=CC2(O3)C1C(=O)NC1CCCCC1 (centres undefined),3.5,7.9,-5.4
O=C(Nc1cc2ccccc2oc1=O)C1CCCCC1,2.2,2.5,11.3
CCS(=O)(=O)Nc1cccc(C(=O)CC2(O)C(=O)Nc3ccccc32)c1 (centres undefined),-7.4,-22.0,4.3
Cc1cccc(C)c1NC(=O)CCS(=O)(=O)c1cccc2nsnc12,-13.0,4.0,3.1
CC(=O)Oc1cccc(N2C(=O)C3C(C2=O)C2C=CC3C23CC3)c1 (centres undefined),-6.4,-0.1,3.6
COc1ccc(-n2c(SCC(=O)Nc3nccs3)nnc2-c2ccoc2C)cc1,2.2,-4.0,5.5
Oc1c(C(Nc2nc3ccccc3s2)c2ccco2)ccc2cccnc12 (centres undefined),-3.4,2.2,4.3
O=C(NCCN1CCOCC1)c1ccc2c(c1)N(Cc1ccccc1F)C(=O)CS2,8.6,5.8,-4.1
Cn1cccc1C1NC(=O)c2c(sc3c2CCC(C(C)(C)C)C3)N1 (centres undefined),12.6,-5.5,-3.2
COc1ccccc1C1(O)CCN(CC(=O)Nc2c(C)nn(C)c2C)CC1,-5.5,-2.3,10.1
CN(C)CCNC(=O)Nc1ccc(Cl)c(Cl)c1,-5.3,-5.7,0.9
COc1c(C(=O)Nc2c(C)n(C)n(-c3ccccc3)c2=O)ccc2ccccc12,-2.8,-7.4,-1.6
O=[N+]([O-])c1cccc(-n2nnnc2CN2CCCCCC2)c1,-1.8,2.5,3.0
Cc1cc(C)nc(N2C(=O)CC(Cc3ccccc3)C2=O)n1 (centres undefined),-0.6,7.5,0.5
CCC(C)(C)n1nnnc1CN(Cc1cc2cc(OC)ccc2[nH]c1=O)C1CCCC1,13.1,3.6,-2.4
Clc1ccc(OCCN2CCOCC2)cc1Cl,11.7,-0.1,11.3
CN(/N=C/c1ccncc1)c1cnn(-c2ccc(F)c(Cl)c2)c(=O)c1Cl,7.7,0.5,-8.0

16 structures from above, sorted by molecular weight, lowest first.
smiles,esBAF inh,RAD54 inh,FN deposit inh
O=C(Nc1cc2ccccc2oc1=O)C1CCCCC1,2.2,2.5,11.3
CN(C)CCNC(=O)Nc1ccc(Cl)c(Cl)c1,-5.3,-5.7,0.9
Cc1cc(C)nc(N2C(=O)CC(Cc3ccccc3)C2=O)n1 (centres undefined),-0.6,7.5,0.5
O=[N+]([O-])c1cccc(-n2nnnc2CN2CCCCCC2)c1,-1.8,2.5,3.0
Cn1cccc1C1NC(=O)c2c(sc3c2CCC(C(C)(C)C)C3)N1 (centres undefined),12.6,-5.5,-3.2
COc1ccccc1C1(O)CCN(CC(=O)Nc2c(C)nn(C)c2C)CC1,-5.5,-2.3,10.1
Oc1c(C(Nc2nc3ccccc3s2)c2ccco2)ccc2cccnc12 (centres undefined),-3.4,2.2,4.3
CCS(=O)(=O)Nc1cccc(C(=O)CC2(O)C(=O)Nc3ccccc32)c1 (centres undefined),-7.4,-22.0,4.3
Cc1cccc(C)c1NC(=O)CCS(=O)(=O)c1cccc2nsnc12,-13.0,4.0,3.1
O=S(=O)(NCCSc1ccc(Cl)cc1)c1ccc2c(c1)OCCO2,-4.3,-5.6,1.9
COc1c(C(=O)Nc2c(C)n(C)n(-c3ccccc3)c2=O)ccc2ccccc12,-2.8,-7.4,-1.6
CN(/N=C/c1ccncc1)c1cnn(-c2ccc(F)c(Cl)c2)c(=O)c1Cl,7.7,0.5,-8.0
COc1ccc(-n2c(SCC(=O)Nc3nccs3)nnc2-c2ccoc2C)cc1,2.2,-4.0,5.5
O=C(NCCN1CCOCC1)c1ccc2c(c1)N(Cc1ccccc1F)C(=O)CS2,8.6,5.8,-4.1
Cc1onc(-c2ccccc2Cl)c1C(=O)Nc1ccc(-n2nncc2C(C)(C)C)cc1,7.3,7.2,0.5
CCCN1C(=O)C2C(C(=O)Nc3cccc(OC)c3)C3C=CC2(O3)C1C(=O)NC1CCCCC1 (centres undefined),3.5,7.9,-5.4

Not all compounds are listed; rates above refer to the full screens.
